ALOX12 inh: Primary qHTS assay for inhibitors of human arachidonate 12S-lipoxygenase (ALOX12): Round 2; Polyunsaturated fatty acid lipoxygenase ALOX12 (Homo sapiens), P18054; purified 12hLO, xylenol orange hydroperoxide absorbance; Potency, µM (series often up to 108 µM), inactives show at the top dose activity change, negative = inhibition, hits mostly inhibitors; 580,000 compounds, 1.1% hits; active = well fitted inhibition curve with a large enough effect; inconclusive = small, poorly fitted or top-dose-only effect, or another doubt; inactive = no such curve, though single readings can be large or run the other way; also: potency is read from the fitted curve at half-maximal effect
Target sequence (P18054 whole entry, looked up): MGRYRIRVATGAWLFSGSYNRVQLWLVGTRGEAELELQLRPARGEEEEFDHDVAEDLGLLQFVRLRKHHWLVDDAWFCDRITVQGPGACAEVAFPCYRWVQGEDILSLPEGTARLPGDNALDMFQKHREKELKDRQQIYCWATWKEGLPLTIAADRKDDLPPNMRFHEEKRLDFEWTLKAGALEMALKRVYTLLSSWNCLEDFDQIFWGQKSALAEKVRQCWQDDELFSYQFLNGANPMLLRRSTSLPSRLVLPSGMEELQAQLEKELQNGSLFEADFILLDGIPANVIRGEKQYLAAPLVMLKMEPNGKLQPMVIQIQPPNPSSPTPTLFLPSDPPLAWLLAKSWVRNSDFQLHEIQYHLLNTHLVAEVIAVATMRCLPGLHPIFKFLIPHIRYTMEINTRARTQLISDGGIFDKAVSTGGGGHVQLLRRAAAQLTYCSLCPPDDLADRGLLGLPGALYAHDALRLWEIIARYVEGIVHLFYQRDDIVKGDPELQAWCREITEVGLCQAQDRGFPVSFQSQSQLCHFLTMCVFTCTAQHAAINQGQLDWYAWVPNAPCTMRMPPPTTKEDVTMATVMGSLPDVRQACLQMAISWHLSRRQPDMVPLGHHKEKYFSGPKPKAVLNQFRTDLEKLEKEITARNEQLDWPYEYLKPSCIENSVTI
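Purified human 12hLO (150 nM final) in 25 mM Hepes, 0.01% Triton X-100, pH 7.0 was preincubated 15 min at room temperature with compound. Then 40 uM arachidonic acid was added, 30 min. Hydroperoxide was read by Fe-XO absorbance ratio 573/405 nm.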
LDHA inh: qHTS assay for inhibitors of human lactate dehydrogenase; L-lactate dehydrogenase A chain (Homo sapiens), P00338; purified LDHA, NADH/diaphorase-resazurin fluorescence; active compounds read low; activity change, % (values are at about 110 or 230 µM); 480,000 compounds, 0.15% hits; in the data active = activity change below about -30%; inconclusive = mostly about -25% to -30%;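 also: plate controls were DMSO wells for no effect and wells without enzyme for full effect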
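Enzyme activity of human lactate dehydrogenase 5 (2 nM; 0.06 mM NADH, 0.2 mM pyruvate, 5 min, RT) is measured via a resazurin/diaphorase fluorescence readout of residual NADH.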
The depositor's hits bear a star; ? = inconclusive; [ ] = dose if it differs, or a comment. Unless noted, % is scaled to controls: 0 for no effect and ±100 for the full control effect. These rows are one share of the data; count on the stated rates, not on these rows.

nr | ALOX12 inh | LDHA inh | smiles
1 | -23% | 4 | Cc1cccc(COc2ccccc2/C=C(\C#N)c2nc3ccccc3[nH]2)c1
2 | 2% | -3 | CCOC(=O)N(C)c1c(CC)nc2c(OCc3cc(Cl)cc(Cl)c3)cccn12
3 | -62% | ? | O=C1CC(c2ccccc2O)Cc2nc(N3CCN(c4ccccc4)CC3)ncc21 (stereo unspecified)
4 | 1% | 0 | CC(=O)c1ccccc1OCCN1CCN(C2CCS(=O)(=O)C2)CC1 (stereo unspecified)
5 | -16% | -5 | Cc1ccc(NC(=O)C(c2ccccc2)n2cnc3c2c(=O)n(C)c(=O)n3C)cc1 (stereo unspecified)
6 | ? | 1 | O=C(CCc1c[nH]c2ccccc12)N(CC(F)(F)F)C1CC1
7 | ? | 19 | CCCCCCSC1=C(C#N)C(c2ccccc2C)CC(=O)N1 (stereo unspecified)
8 | ? | 28 | O=C(O)c1ccc(-c2ccccc2)s1
9 | ? | 12 | Cc1ccc(Nc2nc(CN3CCN(S(=O)(=O)c4cc(C)ccc4C)CC3)cs2)cc1
10 | -24% | 7 | CSc1nc(-c2cccs2)cc(C(F)(F)F)n1
11 | 9% | -2 | CSc1cccc(NC(=O)c2cc(Cl)ccc2F)c1
12 | 35µM* | 5 | Cc1ccc(Cl)cc1NC(=S)NCCSc1ccc(Cl)cc1
13 | ? | 3 | COC(=O)c1cc(C)nc2c1c(=O)n(CC(=O)NC1CCCCC1)c(=O)n2-c1ccccc1OC
14 | 15% | 5 | COCCCNC(=O)C1CC(=O)N(CCc2c[nH]c3ccc(C)cc23)C1 (stereo unspecified)
15 | ? | -8 | COc1ccc(OC)c(-c2nc3c(c(=O)[nH]2)Cc2ccccc2O3)c1
16 | 12% | 3 | CCCOc1ccc(NC(=O)c2cccc3ccccc23)c2cccnc12
17 | -61% | 8 | CC1=C(C)C(c2cn(C)c3ccccc23)N(CCc2ccccc2)C1=O (stereo unspecified)
18 | -18% | -2 | COc1cc(-c2cc(NC=O)c3ncc(-c4ccc(F)cc4)n3c2)cc(OC)c1OC
19 | -5% | 1 | CCc1cc(SC#N)cc(CC)c1N
20 | 10% | 4 | O=C(O)C1CCN(C(=O)Cn2ccc3c(Br)cccc32)CC1
21 | 0% | 5 | COc1cccc(CN(C)C(=O)C23CC4CC(CC(C4)C2)C3)c1OC
22 | ? | 0 | Cc1ccc2c(=O)cc(C(=O)N(Cc3ccccc3)c3ccccn3)oc2c1C
23 | 5% | 4 | COc1ccc(NC(=O)Cn2ccc3ccc(Cl)cc32)cc1
24 | -24% | -4 | O=c1cc(Cn2nnc(-c3cccc(F)c3)n2)nc2sccn12
25 | ? | -2 | O=C(Nc1cccc(Cl)c1)N1CCN(Cc2nc(-c3cccc(C(F)(F)F)c3)no2)CC1
26 | 4% | -9 | Cc1cccc(C(=O)OC(C(N)=O)c2ccccc2)c1 (stereo unspecified)
27 | -6% | 0 | Cc1cccc(C)c1-n1nnnc1C1(C)CCC(=O)N1CCOc1ccccc1 (stereo unspecified)
28 | 2% | 2 | CC(=O)c1cccc(NC(=O)c2ccc(Cn3cnc4ccccc4c3=O)cc2)c1
29 | 11% | -12 | Cc1ccc2c(c1)CCCO[C@]21O[C@H](CCO)C[C@H](O)[C@H]1O
30 | ? | 6 | Cc1ccc(NC(=O)CSc2nc3cc4c(cc3c(=O)n2Cc2ccco2)OCO4)c(C)c1

(next part)
nr | ALOX12 inh | LDHA inh | smiles
31 | 1% | -9 | CC(C)CN1C(=O)CSCC1(C)C(=O)NC(C)C (stereo unspecified)
32 | ? | -12 | Cc1cc(NC(=O)COc2c(CO)cc(F)cc2CO)ccc1Br
33 | ? | -6 | CN(Cc1cc2ccccc2[nH]c1=O)C(=O)c1cccc(Cl)c1
34 | ? | 13 | N#CC1=C(N)N2CCc3cc4c(cc3C2=CC12C(=O)Nc1cc3c(cc12)OCCO3)OCO4 (stereo unspecified)
35 | ? | 7 | COC(=O)C1=C(N)N(c2cccc(C)c2)C2=C(C(=O)CCC2)C1c1ccc2c(c1)OCO2 (stereo unspecified)
36 | 14% | -34* | CCCn1c(=O)c2ccc(C(=O)NCC(C)C)cc2n2c(SCc3ccc(F)cc3)nnc12
37 | ? | 14 | O=C(CSc1ccc2c(c1)OCCO2)c1c[nH]c2ccccc12
38 | -30% | 3 | Cn1nc(C(=O)Nc2ccccc2C(=O)NC2CC2)c2ccccc2c1=O
39 | ? | 26 | Cc1ccc2[nH]c(C(=O)O)cc2c1
40 | ? | ? | Cc1ccc(CN(C)CC(=O)NC(=O)NCc2ccco2)cc1
41 | 17% | -4 | CCC(C)[C@H](NC(=O)OC(C)(C)C)c1nnc(SC)o1 (stereo partly specified)
42 | ? | 6 | Cc1ccc(N(Cc2cccs2)C(=O)c2cccs2)cc1
43 | -19% | -7 | CC1(C(=O)NS(=O)(=O)c2cccc(F)c2)CCN1C(=O)c1ccccc1 (stereo unspecified)
44 | 37%[activator] | 4 | Cc1ccc(/C=C/C(=O)OC(C)C(=O)c2ccc3c(c2)CCC3)cc1 (stereo unspecified)
45 | 3% | 9 | CCN1CCCC1CNC(=O)C(=O)Nc1ccc2cc[nH]c2c1 (stereo unspecified)
46 | -7% | -6 | O=c1[nH]c(=O)n(Cc2ccccc2)c2c1C(C(F)(F)F)(C(F)(F)F)N=C(c1cccs1)N2
47 | 1% | 6 | CC(Cc1c[nH]c2ccccc12)NC(=O)CCNc1nc(Cl)nc2nc[nH]c12 (stereo unspecified)
48 | 33%[activator] | 0 | Cc1nc(NCCC(C)C)sc1C(=O)NCc1ccncc1
49 | ? | -1 | CC(C)CCNC(=O)CSc1nc2ccsc2c(=O)n1Cc1ccccc1
50 | -10% | 1 | COc1ccc(NC(=O)CN(C)C(=O)c2ccc(-c3cc(Cl)ccc3Cl)o2)cc1
51 | 8% | -7 | Cc1cc(C)n(-c2nc3c(c(=O)n(CC(C)C)c(=O)n3C)n2CCc2ccccc2)n1
52 | -1% | 2 | CCc1nc2ccc(C(=O)Nc3ccc4c(c3)OCC(=O)N4)cn2c1N(CC)CCOC
53 | ? | 10 | Cn1nc(C(=O)Nc2nc3c(s2)CCC3)c2ccccc2c1=O
54 | 0% | 1 | CSc1ccc(CN(C)CC(=O)N(C)c2ccccc2C(=O)NCc2ccco2)cc1
55 | 19% | -1 | CC(C)=CC(=O)NCCSC1CCCC1
56 | ? | 0 | CC(Cc1nc2ccccc2s1)(C(=O)O)c1ccccc1 (stereo unspecified)
57 | -18% | -8 | Cc1cccc(NS(=O)(=O)c2c(C(=O)N3CCCC3)c(C)n(C)c2C)c1C
58 | 0% | -2 | O=C(Nc1oc2ccc(Cl)cc2c(=O)c1-c1ccccc1)c1cccc([N+](=O)[O-])c1
59 | 5% | -5 | O=C(NC1(c2ccccc2)CCC1)c1cccc(Cl)c1Cl
60 | -1% | 5 | Cc1cc(C(=O)OCC(=O)NC(=O)NC(C)(C)C)c2ccccc2n1

Complete entries as entered above. Order of values: ALOX12 inh, LDHA inh
Shown for Cc1ccc2c(c1)CCCO[C@]21O[C@H](CCO)C[C@H](O)[C@H]1O → 11%, -12
Shown for CSc1cccc(NC(=O)c2cc(Cl)ccc2F)c1 → 9%, -2
Shown for CCN1CCCC1CNC(=O)C(=O)Nc1ccc2cc[nH]c2c1 (stereo unspecified) → 3%, 9
Shown for Cc1ccc2[nH]c(C(=O)O)cc2c1 → ?, 26
Shown for Cc1cccc(COc2ccccc2/C=C(\C#N)c2nc3ccccc3[nH]2)c1 → -23%, 4

More compounds
nr | ALOX12 inh | LDHA inh | smiles
61 | -10% | -13 | Cc1ccsc1C(=O)N1CCC1(C)C(=O)NCC(C)(C)C (stereo unspecified)
62 | ? | 6 | CC(C)CCNC(=O)c1ccc2c(Cl)c3c(nc2c1)CCCC3
63 | 5% | -4 | O=C(COC(=O)c1c(F)cccc1Cl)c1ccc(C2CCCCC2)cc1
64 | ? | -2 | Cc1[nH]c2ccccc2c1C(=O)N1CCN(S(=O)(=O)c2ccc(F)cc2F)CC1
65 | ? | -1 | O=C1NC[C@H](CCCCN2C[C@H](Cc3ccccc3)N(CCc3ccc(O)cc3)C(=O)C2=O)N(CC2CCCCC2)C1=O
66 | -12% | 0 | CCOC(=O)[C@]12CCC=C1N(Cc1cccc3ccccc13)C(=O)[C@H](CC(=O)NCC13CC4CC(CC(C4)C1)C3)C2
67 | 1% | 15 | CCCCCCCCCCOc1ccc(C(=O)OCC(=O)c2ccc(Cl)cc2)cc1
68 | 19% | 6 | CC(C)(C)C(=O)NCCCC(=O)NCC1CC1
69 | -47% | -11 | CCOC(=O)C(N)C(=O)OCC
70 | -2% | -6 | CCOC(=O)C1CCCN(C(=O)c2cc(C)oc2C)CC1 (stereo unspecified)
71 | ? | 4 | CC(C)(C)c1coc2cc3o/c(=N/O)c4c(c3cc12)CCC4
72 | ? | 8 | CC(C)c1ccc(CS(=O)(=O)Cc2ccc(C#N)cc2)cc1
73 | ? | -3 | OC(c1cc(Cl)cc(Cl)c1)c1ncc(-c2cccc(F)c2)[nH]1 (stereo unspecified)
74 | ? | -7 | O=C(O)c1cc(Cl)c(Cl)[nH]1
75 | ? | 6 | CCc1ccc(/C=C(/C#N)C(=O)Nc2ccc(N3CCOCC3)cc2)cc1
76 | ? | -2 | CNC(=O)NC(=O)CN(CCC1CCCCC1)CC(N)=O
77 | -1% | -2 | CC(=O)C[C@@H]1OC2CCCCC2N1S(=O)(=O)c1ccc(C)cc1 (stereo partly specified)
78 | -16% | 2 | Cc1sc2nc(CN3CCCCC3)nc(Sc3nnnn3C3CC3)c2c1C
79 | ? | 0 | COc1ccc(NC(=O)COc2ncnc3ccccc23)cc1Cl
80 | ? | -6 | CCCNC(=S)Nc1cccc(F)c1
81 | -27% | 5 | COc1cccc(-c2nc3cc(NC(=O)c4cccc([N+](=O)[O-])c4)ccc3o2)c1
82 | ? | 2 | Cc1ccc(C(=O)c2cccc(C(=O)c3ccc(C)cc3)c2)cc1
83 | ? | -1 | O=c1c2c(-c3ccc(Cl)cc3)noc2ncn1Cc1ccc(F)cc1Cl
84 | -5% | -3 | O=C(Cn1nnc(-c2cc(F)ccc2Br)n1)N1CCOCC1
85 | -15% | 5 | COc1ccc(/C=C2\Cc3ccccc3C2=O)cc1Br
86 | ? | 4 | C=C(C)C[C@@H]1Cc2c(Br)cccc2[C@@H](CC(=C)C)N1
87 | -5% | -6 | CC(C)NC(=O)c1ccc(-n2nc(Sc3ccc(Cl)cc3)ccc2=O)cc1
88 | 3% | 1 | COC(=O)/C=C1\OCc2cc(OC)c(OC)cc21
89 | -11% | 3 | O=C1CCCC2=C1C(c1ccccc1)c1c([nH]n(-c3ccccc3)c1=O)N2 (stereo unspecified)
90 | -47% | 5 | N#Cc1cccc(NC(=S)NCCc2ccccc2)c1

New compounds follow:
nr | ALOX12 inh | LDHA inh | smiles
91 | ? | -7 | Cc1cccc(NC(=O)CC2(C(=O)O)CCCCC2)c1
92 | 14% | 6 | CCCCNc1nc2c(c(=O)n(C)c(=O)n2C)n1Cc1ccc(Br)cc1
93 | -28% | -7 | O=C(Nc1ccc(C(=O)N2CCCCC2)cc1)[C@H]1O[C@@H](n2ccc(=O)[nH]c2=O)[C@H](O)[C@@H]1O
94 | -15% | 6 | COc1ccc(-c2noc(-c3cccc(NC(=O)C4CC(=O)N(c5ccc(OC)cc5)C4)c3)n2)cc1 (stereo unspecified)
95 | ? | 9 | O=C(/C=C/c1cccs1)OC1CCCCC1=O (stereo unspecified)
96 | 3% | 2 | O=C(COc1ccccc1F)Nc1nc(-c2ccc(S(=O)(=O)N3CCOCC3)cc2)cs1
97 | ? | -2 | CCNC(=O)C1CCCN(Cc2cc(-c3ccccc3)on2)CC1 (stereo unspecified)
98 | ? | 17 | CCc1nc2sc(C(C)=O)c(N)c2cc1C
99 | ? | 1 | COc1ccc(-c2cnc3c(NC(C)=O)cc(-c4cc(F)ccc4OC)cn23)cc1OC
100 | -29% | 1 | NCc1ccc(-c2ccc(O)cc2)cc1
101 | ? | 54 | COc1cc(C(c2c(C)[nH][nH]c2=O)c2c(C)[nH][nH]c2=O)ccc1OCc1ccccc1Cl
102 | 6% | 3 | C=CCc1ccc(OCCOc2cccc(OC)c2)c(OC)c1
103 | 0% | -8 | COC(=O)[C@H](CC(C)C)NC(=O)CC[C@H]1O[C@@H](n2cc(C)c(=O)[nH]c2=O)C[C@@H]1O
104 | 14% | 9 | Cc1c(NC(=O)C2CCN(S(=O)(=O)Cc3ccccc3)CC2)c(=O)n(-c2ccccc2)n1C
105 | -51% | -2 | O=C(COc1ccc([N+](=O)[O-])cc1)Nc1ccc2oc(-c3ccc4ccccc4c3)nc2c1

Structural class: the compounds so far with a furan ring, fused or not.
nr | ALOX12 inh | LDHA inh | smiles
30 | ? | 6 | Cc1ccc(NC(=O)CSc2nc3cc4c(cc3c(=O)n2Cc2ccco2)OCO4)c(C)c1
40 | ? | ? | Cc1ccc(CN(C)CC(=O)NC(=O)NCc2ccco2)cc1
50 | -10% | 1 | COc1ccc(NC(=O)CN(C)C(=O)c2ccc(-c3cc(Cl)ccc3Cl)o2)cc1
54 | 0% | 1 | CSc1ccc(CN(C)CC(=O)N(C)c2ccccc2C(=O)NCc2ccco2)cc1
70 | -2% | -6 | CCOC(=O)C1CCCN(C(=O)c2cc(C)oc2C)CC1 (stereo unspecified)
71 | ? | 4 | CC(C)(C)c1coc2cc3o/c(=N/O)c4c(c3cc12)CCC4

Assay outcomes (PubChem BioAssay)
